PHOSPHO1 block – inhibitors of human PHOSPHO1 phosphatase; Q8TCT1; recombinant PHOSPHO1, absorbance phosphatase assay; inhibition, % at 13.3 µM; hit rate 1.1% among 290,000; AID 1565; in the data active = inhibition above about 60%
IMP-1 inh – blocks Pseudomonas aeruginosa IMP-1 metallo-beta-lactamase. hit rate 0.45% among 290,000. inhibition, % at 5.6 µM. purified IMP-1, nitrocefin hydrolysis, epi-absorbance fluorescence;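 active = inhibition above the mean plus 3 SD of all compounds in the same screening run, cut at about 4.5% in these data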;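 also: 0% = IMP-1 with DMSO and 100% = DMSO wells lacking enzyme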
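System: Purified recombinant IMP-1 metallo-beta-lactamase enzyme | Measured by: Fluorescence quenching readout, ex 480/em 530 nm | Replication: Singlicate | Incubation: 15 min preincubation plus 25 min reaction at 25 °C | Evaluation: Percent inhibition from optical density relative to buffer-blank wells | Benchmarks: DMSO with and without IMP-1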
MEKK3 PB1 HTS – MEKK3-MEK5 PB1 interaction, increase or decrease | binding response (% of control), % at 10 µM | bead-based flow cytometry, Alexa488-MEK5 binding to MEKK3; actives lie on both sides; 0 = blocked by unlabeled MEK5, 100 = vehicle | AID 1529 | Q99759 | hit rate 1.4% among 290,000;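 active = binding response more than 3 SD above or below the average of its plate-row segment, actives on both sides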;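 also: Alexa488 bead fluorescence after subtracting the streptavidin-only scavenger bead signal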
pCIP destab – compounds decreasing mouse p/CIP protein stability. F442A p/CIP-EGFP cells, EGFP fluorescence, 16 h. decrease of EGFP signal, % at 10 µM. hit rate 0.01% among 290,000;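 active = EGFP signal decrease of at least 30% at 10 µM or well 3 SD below plate mean, unless failing retest; inactive = the rest, including hits failing retest or dose response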; also: some compounds called inactive have numbers as strong as hits; many of its hits are not listed in these tables
Target sequence (Q05BA5 1-1403): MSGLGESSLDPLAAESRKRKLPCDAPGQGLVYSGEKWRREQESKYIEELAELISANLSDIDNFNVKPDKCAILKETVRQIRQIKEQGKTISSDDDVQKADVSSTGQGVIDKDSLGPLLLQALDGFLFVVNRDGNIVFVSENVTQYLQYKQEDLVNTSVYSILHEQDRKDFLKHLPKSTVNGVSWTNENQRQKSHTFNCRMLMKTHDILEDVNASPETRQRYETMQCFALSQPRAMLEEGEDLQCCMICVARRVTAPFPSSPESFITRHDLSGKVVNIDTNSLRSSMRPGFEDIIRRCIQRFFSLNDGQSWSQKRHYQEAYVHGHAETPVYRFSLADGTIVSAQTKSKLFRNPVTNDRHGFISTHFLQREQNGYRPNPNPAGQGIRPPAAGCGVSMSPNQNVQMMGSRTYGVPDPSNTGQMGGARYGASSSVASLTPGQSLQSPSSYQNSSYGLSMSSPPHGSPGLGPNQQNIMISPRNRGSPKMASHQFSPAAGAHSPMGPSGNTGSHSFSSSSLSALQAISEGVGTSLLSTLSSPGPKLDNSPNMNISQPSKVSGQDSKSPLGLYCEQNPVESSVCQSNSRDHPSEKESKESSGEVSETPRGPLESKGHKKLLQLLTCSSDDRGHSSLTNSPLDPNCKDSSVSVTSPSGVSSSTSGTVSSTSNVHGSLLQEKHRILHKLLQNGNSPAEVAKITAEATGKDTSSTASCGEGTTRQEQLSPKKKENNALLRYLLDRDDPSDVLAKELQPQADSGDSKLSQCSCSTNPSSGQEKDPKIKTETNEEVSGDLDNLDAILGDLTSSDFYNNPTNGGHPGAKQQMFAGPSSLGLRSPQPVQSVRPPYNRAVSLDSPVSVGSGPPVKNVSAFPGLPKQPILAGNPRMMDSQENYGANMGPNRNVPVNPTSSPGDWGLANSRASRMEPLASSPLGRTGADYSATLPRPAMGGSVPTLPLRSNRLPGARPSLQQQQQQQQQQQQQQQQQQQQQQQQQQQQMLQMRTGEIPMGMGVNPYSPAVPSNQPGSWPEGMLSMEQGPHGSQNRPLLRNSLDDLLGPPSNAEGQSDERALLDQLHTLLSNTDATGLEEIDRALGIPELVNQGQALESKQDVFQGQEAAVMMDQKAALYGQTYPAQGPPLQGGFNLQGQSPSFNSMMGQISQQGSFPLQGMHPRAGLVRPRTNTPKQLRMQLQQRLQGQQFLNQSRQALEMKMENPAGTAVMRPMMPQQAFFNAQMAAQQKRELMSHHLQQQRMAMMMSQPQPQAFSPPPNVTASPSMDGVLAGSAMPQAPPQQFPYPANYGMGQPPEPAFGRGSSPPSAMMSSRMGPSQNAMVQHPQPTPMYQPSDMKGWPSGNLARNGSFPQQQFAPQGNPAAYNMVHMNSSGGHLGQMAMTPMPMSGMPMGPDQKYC
VIM-2 inhibitor – blocks Pseudomonas aeruginosa VIM-2 metallo-beta-lactamase; purified VIM-2, nitrocefin hydrolysis, epi-absorbance fluorescence; inhibition, % at 5.6 µM; hit rate 0.89% among 290,000; AID 1527;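 active = inhibition above the mean of all tested compounds plus 3 SD, cutoff set per screening run, cut at about 7.5% in these data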;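 also: red hydrolysis product quenches plate fluorescence so inhibitors raise well fluorescence; 0% = enzyme with DMSO and 100% = DMSO without enzyme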
IDE cell activ – activators of human insulin-degrading enzyme in cells. activation, % at 5.96 µM. hit rate 0.073% among 340,000. HEK cells, FAbeta-B cleavage, fluorescence polarization; 0% vehicle, 100% cell-free pure enzyme wells;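 active = activation above the mean of all tested compounds plus 3 SD, set per screening campaign, cut at about 17% in these data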
FID counter – counter-screen for HCV NS3 helicase inhibitors: DNA intercalator displacement | DNA fluorescent intercalator displacement, fluorescence | inhibition, % at 7.9 µM | hit rate 0.17% among 290,000; in the data active = inhibition above about 37%;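 also: 0% = vehicle and 100% = reference compound; higher means more ethidium bromide displaced from hairpin DNA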
SUMO HTRF inh – blocks human SUMOylation mediated by UBC9 | P63279 | HTRF SUMOylation assay, SAE1/SAE2 + UBC9, in vitro | inhibition, % at 35 µM | hit rate 0.36% among 290,000; in the data active = inhibition above about 50%, passing the limit was not always enough; also: strong numbers were not always called active
HCV NS3 hel inh – HCV NS3 helicase inhibition; hit rate 0.56% among 290,000; inhibition, % at 10.9 µM; AID 1800; NS3 helicase DNA unwinding, Cy5 molecular beacon fluorescence;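 active = inhibition above the mean of all tested compounds plus 3 SD, set per campaign, cut at about 35% in these data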;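 also: 0% = DMSO wells and 100% = thioflavine S control wells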
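System: HCV NS3 helicase fragment; control set: DMSO and thioflavine S; technique: Cy5 fluorescence at 0 and 60 min, beacon hairpin quenching; reagent: beacon DNA duplex substrate plus ATP; replicates: singlicate; schedule: 1 h reaction at 25 °C, ATP-initiated; medium: MOPS buffer pH 6.5 with MgCl2, DTT, Tween20, BSA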
* = called active by the depositor; x = no result given. Only part of the results is shown, so the mix of outcomes need not match the whole.

SMILES	PHOSPHO1 block	IMP-1 inh	MEKK3 PB1 HTS	pCIP destab	VIM-2 inhibitor	IDE cell activ	FID counter	SUMO HTRF inh	HCV NS3 hel inh
CC(C)(C)C1CCC(=NNC(=S)Nc2cccnc2)CC1 (stereo not given)	-71.2	-4.0	106.0	-1.5	-3.2	-3.1	-6.3	-53.1	-1.1
Cc1c(CCC(=O)N[C@@H](CC(C)C)C(=O)O)c(=O)oc2cc3oc4c(c3cc12)CCCC4	38.1	-3.4	99.0	-8.5	-0.1	-1.3	-18.2	27.0	2.9
CCOC(=O)Nc1ccc(C(=O)NCC2CCCO2)cc1 (stereo not given)	-29.9	-0.3	x	2.6	0.0	2.9	-1.8	5.6	6.0
CC(=O)/C(=N\Nc1ccccc1)Sc1nncn1C	11.7	-4.5	100.0	0.8	-2.0	-2.4	1.6	6.3	6.4
O=C(NCCC(c1ccccc1)c1ccccc1)c1ccc(Br)o1	23.3	-1.1	109.0	-3.3	-2.8	1.4	-25.2	-3.4	-2.9
C=C(C)CCC1(C)NC(=O)N(c2ccccc2)N1 (stereo not given)	30.5	-2.7	94.0	-3.9	-1.7	13.5	-1.3	18.1	-8.9
COc1ccc(Nc2nc(=O)[nH]nc2C)cc1	12.8	1.9	112.0	-21.3	-0.9	4.2	-0.8	-1.8	-3.9
Cc1ccc(/C(C#N)=C\c2cn(C)c3ccccc23)cc1	31.3	0.5	103.0	-1.0	-0.4	x	-3.9	20.7	-5.6
C[C@]12CCC(=O)C=C1[C@H](O)C[C@@H]1[C@@H]2[C@@H](O)C[C@@]2(C)[C@H]1CC[C@]2(O)C(=O)CO	1.1	-1.7	69.0	8.0	-2.5	8.7	-1.6	-6.3	-0.5
O=C(NCCOc1ccccc1)C1CCC(=O)N(CCc2ccccn2)C1 (stereo not given)	42.6	-2.8	103.0	4.2	-2.5	0.5	-17.5	12.1	1.5
CCOc1cc(-c2noc(CCC(=O)NCCc3ccccc3)n2)ccc1OC	35.7	-1.1	98.0	-1.9	-2.0	6.6	-19.6	7.7	-13.2
CCc1ccc(NC(=O)c2cnc(SC)nc2C)cc1	-63.5	-3.1	102.0	-6.3	-2.8	4.2	-23.6	-6.3	-12.2
C=CCN1CCN(C(=O)c2cc3c(s2)CCCC3)CC1	28.7	-2.3	106.0	-0.1	-2.5	-2.9	-14.7	16.1	-2.2
CN1C(=O)c2cccc(NC(=O)CCc3ccccc3)c2C1=O	-7.3	1.4	118.0	-0.5	1.5	-1.4	-8.4	17.4	-2.5
COc1ccc(Nc2oc(-c3ccccc3)nc2C#N)cc1	20.0	-3.0	103.0	2.3	-1.4	4.9	-3.6	-9.5	-7.0
Fc1ccc(CNCc2ccco2)cc1	10.9	-0.7	102.0	-0.1	1.1	4.5	2.9	-3.8	-7.3
CCOc1cc(/C=C2\SC(=O)N(CC(=O)Nc3ccccc3F)C2=O)cc([N+](=O)[O-])c1O	28.8	-3.9	104.0	-8.9	-3.2	12.5	1.6	5.2	24.3
Cc1noc(C)c1S(=O)(=O)Nc1ccccc1OC(F)(F)F	16.2	-0.8	110.0	7.3	-1.2	4.7	-1.5	17.9	1.5
O=C(CCc1ccccc1)Nc1ccc2c(c1)C(=O)OC2	x	-3.2	102.0	-6.6	-1.9	-4.3	-4.1	1.9	2.0
Cc1ccc(N(CC(=O)NCCc2ccccc2)C(=O)c2csnn2)cc1	26.5	-3.2	101.0	-2.9	-3.6	0.0	-23.9	18.9	-2.7

Rewritten with two lines to a compound: 7 of the compounds above
Sequence of screens: PHOSPHO1 block	IMP-1 inh	MEKK3 PB1 HTS	pCIP destab	VIM-2 inhibitor	IDE cell activ	FID counter	SUMO HTRF inh	HCV NS3 hel inh
C[C@]12CCC(=O)C=C1[C@H](O)C[C@@H]1[C@@H]2[C@@H](O)C[C@@]2(C)[C@H]1CC[C@]2(O)C(=O)CO
    1.1	-1.7	69.0	8.0	-2.5	8.7	-1.6	-6.3	-0.5
Cc1ccc(N(CC(=O)NCCc2ccccc2)C(=O)c2csnn2)cc1
    26.5	-3.2	101.0	-2.9	-3.6	0.0	-23.9	18.9	-2.7
Fc1ccc(CNCc2ccco2)cc1
    10.9	-0.7	102.0	-0.1	1.1	4.5	2.9	-3.8	-7.3
O=C(CCc1ccccc1)Nc1ccc2c(c1)C(=O)OC2
    x	-3.2	102.0	-6.6	-1.9	-4.3	-4.1	1.9	2.0
Cc1noc(C)c1S(=O)(=O)Nc1ccccc1OC(F)(F)F
    16.2	-0.8	110.0	7.3	-1.2	4.7	-1.5	17.9	1.5
CCOc1cc(-c2noc(CCC(=O)NCCc3ccccc3)n2)ccc1OC
    35.7	-1.1	98.0	-1.9	-2.0	6.6	-19.6	7.7	-13.2
Cc1c(CCC(=O)N[C@@H](CC(C)C)C(=O)O)c(=O)oc2cc3oc4c(c3cc12)CCCC4
    38.1	-3.4	99.0	-8.5	-0.1	-1.3	-18.2	27.0	2.9

(more compounds)
SMILES	PHOSPHO1 block	IMP-1 inh	MEKK3 PB1 HTS	pCIP destab	VIM-2 inhibitor	IDE cell activ	FID counter	SUMO HTRF inh	HCV NS3 hel inh
N#C/C(=C\c1ccc(OCCN2CCOCC2)cc1)C(=O)Nc1ccccc1F	18.5	-2.0	107.0	-17.8	-1.1	1.5	-5.7	11.9	-1.4
CC(C)(C)c1nc2ccccc2c2nnc(SCC(=O)Nc3nccs3)n12	27.0	0.4	91.0	-12.2	1.5	-0.3	3.7	14.2	1.4
CCOC(=O)NC(=O)c1cn(CCNCCO)c(=O)[nH]c1=O	51.8	-1.4	103.0	-9.9	0.0	-0.7	-0.4	5.0	2.8
CC(C)NC(=O)COc1ccc(S(=O)(=O)N(C)Cc2ccccc2)cc1	28.3	-1.8	98.0	0.7	-1.7	0.9	-31.9	16.8	2.2
COc1ccc(CCN2CC(C(=O)NCc3cc(C(C)C)no3)CCC2=O)cc1 (stereo not given)	45.5	-4.2	99.0	0.5	-2.2	-2.4	-31.6	3.8	0.3
Cc1ccc(S(=O)(=O)NCC(=O)OCC(=O)Nc2ccccc2OC(F)F)cc1	-1.8	1.5	101.0	-7.2	1.0	-1.4	-1.5	-6.3	2.8
Cc1ccc(NC(=O)C2CCCCC2)c(O)c1	36.3	-1.6	105.0	-15.7	-3.9	x	-1.7	-1.3	3.4
CCN(CC)S(=O)(=O)c1cccc(-c2nnc(SCCOc3ccccc3)o2)c1	0.7	-2.5	101.0	-4.0	-3.3	-0.1	-1.0	-12.7	-7.5
CCO[C@H]1OC(C(=O)N2CCN(C)CC2)=C[C@@H](c2ccc3c(c2)OCO3)[C@@H]1CCCO	-0.2	-2.2	103.0	2.3	0.2	5.4	-0.3	5.4	5.0
NC(=O)c1nsc(C(=O)N(Cc2ccco2)C(C(=O)NCC2CCCO2)c2ccc(O)cc2)c1N (stereo not given)	26.5	-2.4	102.0	-5.2	-1.5	2.8	-12.3	2.9	-2.7
COc1cc2nc(Cl)nc(N3CCCCC3)c2cc1OC	-10.0	-2.6	102.0	-1.9	-1.8	3.1	-4.4	-7.0	-1.2
O=C1OCC(c2ccccc2)=C1c1ccc(S(=O)(=O)N2CCOCC2)s1	25.8	43.5*	102.0	-13.0	-0.1	3.0	-6.2	29.9	15.6
COc1ccc(C(=O)N[C@H]2CCCCNC2=O)cc1OC1CCN(C(C)C)CC1	-4.1	-3.4	98.0	-2.9	-1.9	1.9	0.5	12.9	-4.0
Cc1ccccc1OCC(=O)N/N=C1\CC(=O)CC(C)(C)C1	-10.1	-3.2	103.0	12.7	-2.5	7.6	-12.9	-12.5	-9.1
Cc1ccc(S(=O)(=O)Nc2ccncc2)c(C)c1N(C)S(=O)(=O)c1ccc(F)cc1	-14.7	-2.3	92.0	-7.7	-4.0	4.0	-8.9	11.4	-3.8
N#Cc1nc(-c2ccco2)oc1NCCCN1CCOCC1	-15.4	0.7	98.0	-6.3	2.5	0.9	4.4	24.6	-0.2
CCc1cc(=O)oc2c(C)c(O)c(CN(C)C)cc12	-2.2	-0.4	102.0	-11.0	-1.0	-2.2	4.7	46.3	2.4
CCC(C)c1ccc(NC(=O)C/C(C)=N/NC(=O)c2cnccn2)cc1 (stereo not given)	7.1	-1.3	109.0	-7.3	-1.5	6.4	-5.5	-21.7	-2.5
Cn1nccc1C(=O)Nc1cccc(C(F)(F)F)c1	27.7	-1.9	101.0	-3.5	-0.6	-1.0	-1.2	17.0	-8.8
O=C(NNC1=NCCN1Cc1ccccc1)c1cccc(C(F)(F)F)c1	16.6	-2.5	128.0*	-6.6	-3.5	3.5	3.7	9.9	-3.6
CC1CC(C)CN(C(=O)c2nn(C)c3c2CSc2ccccc2-3)C1 (stereo not given)	17.6	0.3	100.0	-4.0	-3.2	1.0	-44.3	14.1	-8.6
O=C(CSc1nnc(-c2ccccn2)o1)Nc1ccc(F)cc1	36.0	-3.1	102.0	-23.0	-4.2	-2.5	-6.5	-3.8	-6.9
CC1CCN(c2ccc3nnc(CCC(=O)NC(C)C)n3n2)CC1	1.1	-0.7	102.0	8.2	0.7	-1.1	-20.9	-19.3	16.6
O=C(N[C@@H](Cc1ccccc1)C(=O)NC1CCCCCC1)c1ccco1	1.7	-3.4	103.0	7.5	0.3	2.8	-10.2	5.9	10.6
COc1cc(/C=N/S(=O)(=O)CCc2ccccc2)ccc1O	4.4	-3.1	100.0	-1.1	0.4	2.2	0.1	3.5	1.0
CCN(CC)S(=O)(=O)c1ccc(C(=O)N2CCc3ccccc32)cc1	37.3	-1.7	90.0	-137.1	-3.9	-4.2	-16.4	6.4	-2.5
Cc1nc(CNC(=O)CC2C(=O)NCCN2Cc2cccc(Oc3ccccc3)c2)cs1 (stereo not given)	32.5	-1.2	102.0	-1.2	-0.9	0.4	-22.4	21.3	1.9
CC1(C)CC(=O)C2=C(C1)OC(N)=C(C#N)C2c1cccc(OC(=O)c2ccco2)c1 (stereo not given)	-29.8	-0.1	96.0	-3.8	-4.9	4.1	-23.0	6.3	-5.8
CCOC(=O)/C(=C\c1ccc([N+](=O)[O-])o1)NC(=O)c1ccccc1	3.9	1.0	107.0	-29.5	-2.3	-1.2	-24.6	13.6	30.1
COc1ccc(C(=O)N(C)Cc2ccccn2)cc1OC1CCN(C(C)C)CC1	-15.8	-1.6	105.0	2.2	-2.0	3.1	-0.8	16.2	0.7
Clc1cccc(CSc2ncn(-c3ccccc3)n2)c1	-38.4	-1.4	93.0	-3.6	-2.2	5.0	-14.8	-13.3	-6.2
O=C(NCC1CC1)Nc1ccccc1F	39.9	-2.8	103.0	-0.3	-4.1	-1.2	-4.4	4.2	6.7
CN(C)c1ccc(/C=N/N(Cc2ccccc2)c2ccccc2)cc1	-2.4	-3.8	109.0	-9.6	-1.5	5.6	-3.6	-9.2	7.3
CCOC(=O)c1cc(C(=O)OCC)c(=O)[nH]c1N1CCCC1	-5.2	0.4	75.0	2.9	1.3	4.0	-5.3	-10.9	-7.2
